High-throughput results from PubChem.
TDP43 rescue: inhibitors of TDP-43 toxicity in yeast. TDP-43 expressing yeast growth rescue, BacTiter-Glo, 24 h. Potency, µM (top dose mostly 46.1 µM), inactives show at the top dose growth rescue (activation), hits mostly activators. actives 1.8% (n = 410,000). AID 652104; also: potency is read from the fitted curve at half-maximal effect; % of control where 0% means no effect; nearly all actives have a fitted effect of over 50% in size
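Readout is BacTiter-Glo luminescence of cell growth, so inhibitors register as activators. TDP-43-expressing yeast at OD600=0.02 in galactose medium, after raffinose pregrowth to mid-log, were incubated with compound for 24 hr at 30 deg C.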
GLP1R ag: activates the human GLP-1 receptor. HEK293 GLP-1R CRE-luciferase, luminescence, 4-6 h; cells express a hypersensitive GLP-1R form. Potency, µM (top dose mostly 45.6 µM), for inactives: at the highest dose activation, most hits filed as activators. actives 0.007% (n = 380,000); also: potency is read from the fitted curve at half-maximal effect; % of control where 0% means no effect
D3 antag: blocks the human D3 dopamine receptor. P35462. D3R cells, DiscoveRx beta-arrestin luminescence, antagonist mode; active compounds read low. max response, negative = inhibition, %. actives 2.5% (n = 360,000). AID 652054; in the data active = max response below about -50%; inconclusive = no clear call, values can overlap the other calls; also: % is scaled to controls: 0 for no effect and ±100 for the full control effect; mostly tested at two doses, the higher about 12 µM
Target sequence (P35462 whole entry, looked up): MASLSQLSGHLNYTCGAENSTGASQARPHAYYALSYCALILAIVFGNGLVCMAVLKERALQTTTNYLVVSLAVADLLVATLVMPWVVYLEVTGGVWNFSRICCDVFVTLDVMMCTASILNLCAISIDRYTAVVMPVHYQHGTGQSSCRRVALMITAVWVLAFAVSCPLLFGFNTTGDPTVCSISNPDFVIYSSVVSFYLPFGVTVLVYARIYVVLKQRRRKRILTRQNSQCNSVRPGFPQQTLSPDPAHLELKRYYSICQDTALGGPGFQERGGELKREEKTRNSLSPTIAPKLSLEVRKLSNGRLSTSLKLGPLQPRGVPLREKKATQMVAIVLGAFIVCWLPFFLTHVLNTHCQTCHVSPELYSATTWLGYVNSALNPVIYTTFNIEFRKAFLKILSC
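Cells expressing the human receptor were seeded at 1500 cells/well, incubated overnight at 37 degrees C in 5% CO2, then exposed to library compounds with dopamine controls for 90 minutes at 37 degrees C before luminescent detection.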
PTHR1 ag: activates the human parathyroid hormone receptor PTHR1; Q03431; Potency, µM (doses to about 115 µM), for inactives: at the highest dose activation, hits mostly activators; HEK293 GP2 PTHR1 cells, GloSensor cAMP luminescence, 1 h; actives 0.075% (n = 410,000); also: potency is read from the fitted curve at half-maximal effect; nearly all actives have a fitted effect of over 55% in size; some results filed as inactive show a strong effect at the top dose; inactives centre near -15; many of its hits are not listed in these tables
Target sequence (Q03431 whole entry, looked up): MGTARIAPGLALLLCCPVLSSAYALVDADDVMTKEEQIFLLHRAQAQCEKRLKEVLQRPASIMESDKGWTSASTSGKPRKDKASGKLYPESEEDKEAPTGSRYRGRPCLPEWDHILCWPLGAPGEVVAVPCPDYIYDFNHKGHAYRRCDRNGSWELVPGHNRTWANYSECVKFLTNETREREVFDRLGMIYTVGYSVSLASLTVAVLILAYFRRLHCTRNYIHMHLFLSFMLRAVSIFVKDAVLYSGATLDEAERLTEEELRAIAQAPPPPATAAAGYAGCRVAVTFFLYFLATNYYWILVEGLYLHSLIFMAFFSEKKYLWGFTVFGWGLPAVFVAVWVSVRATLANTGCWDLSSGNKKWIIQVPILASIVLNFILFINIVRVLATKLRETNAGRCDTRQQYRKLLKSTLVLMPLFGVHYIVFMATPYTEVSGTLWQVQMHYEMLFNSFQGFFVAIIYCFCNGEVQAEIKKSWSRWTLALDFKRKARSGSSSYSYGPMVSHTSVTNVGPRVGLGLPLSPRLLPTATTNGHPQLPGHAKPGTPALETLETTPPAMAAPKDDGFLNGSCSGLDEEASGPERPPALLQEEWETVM
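HEK-293-derived GP2 cells expressing PTHR1 and a GloSensor cAMP reporter, 3,000/well, plated overnight, given luciferin plus IBMX (each 0.5 mM as added) for 1 h at 37 °C, then compound for 1 h at 37 °C. Luminescence was read after 15 min at room temperature.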
DRD3 agonist: D3 dopamine receptor (human) agonism. P35462. D3R DiscoveRx beta-arrestin cells, luminescence, 90 min. max activation, %. actives 0.58% (n = 410,000). AID 652048; in the data active = max activation above about 30%; also: 0% is about no effect; mostly tested at two doses, the higher about 12 µM
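Cells at 1500/well, incubated overnight, then treated with pinned compounds (dopamine as control) for 90 min at 37 degrees C. DiscoveRx reagent added for 30 - 60 minutes at room temperature; luminescence read.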
KB-V1 cytotox: KB-V1 MDR subline cytotoxicity | actives 3.4% (n = 400,000) | Potency, µM (doses to about 46.1 µM), inactives show at the highest dose activity change, negative = cytotoxicity, actives largely listed as cytotoxic | KB-V1 MDR cells viability, CellTiter-Glo, 72 h; also: potency is read from the fitted curve at half-maximal effect; % is scaled to controls: 0 for no effect and ±100 for the full control effect; nearly all actives have a fitted effect of over 60% in size
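Compound-treated KB-V1 multidrug-resistant cells, 72 h, 37 degrees C; viability by CellTiter-Glo. Fitted qHTS curves give the values.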
aSyn yeast inh: rescues yeast growth from alpha-synuclein toxicity; actives 0.14% (n = 370,000); Yeast expressing alpha-synuclein, growth rescue, BacTiter-Glo, 24 h; Potency, µM (doses to about 46.1 µM), inactives show top-dose growth rescue (activation), actives largely listed as activators; also: potency is read from the fitted curve at half-maximal effect; % of control where 0% means no effect; nearly all actives have a fitted effect of over 65% in size
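Galactose-induced alpha-syn yeast (OD600=0.02, raffinose-pregrown) + pinned cpd, 24 hr, 30 deg C; growth by BacTiter-Glo luminescence. Growth restoration scores as activation.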
GLP1R cytotox: cytotoxicity counter-screen for GLP-1 receptor inverse agonists. HEK293 cAMP-luciferase reporter cells, luminescence, 24 h. Potency, µM (series often up to 38.3 µM), inactives show top-dose activity change, negative = inhibition, hits mostly inhibitors. actives 0.13% (n = 410,000);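 also: loss of luciferase light is scored as toxicity; potency is read from the fitted curve at half-maximal effect; % is scaled to controls: 0 for no effect and ±100 for the full control effect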
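Quantitative HTS format, 1536 wells, 200 cells/uL seeded. Compounds: 23 nL, 24 h, 37 °C. Detection: luciferase reagent, luminescence at 12 min RT; decreased signal taken as cytotoxic.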
GLP-1R inv ag: GLP-1 receptor (human) inverse agonism | HEK293 GLP-1R CRE-luciferase, luminescence, 24 h; GLP-1R form is constitutively active | Potency, µM (top dose mostly 38.3 µM), without a hit: top-dose activity change, negative = inhibition, usual class: inhibitors | actives 1.6% (n = 410,000) | AID 624417; also: potency is read from the fitted curve at half-maximal effect; % is scaled to controls: 0 for no effect and ±100 for the full control effect; nearly all actives have a fitted effect of over 55% in size
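Stable HEK293 clone (constitutively active GLP-1R + cAMP-response luciferase); 200 cells/uL plated, 12 h pre-culture, compound 24 hr, 37 deg C/5% CO2; detection reagent 12 min RT; luminescence.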
* = called active by the depositor; i = inactive; ? = inconclusive; . = not tested or not shown; [ ] = remark or other dose. Unless noted, calls follow the shape of the dose curve; as a rule, active = well fitted curve in the direction sought with a large enough effect; inconclusive = small, poorly fitted or top-dose-only effect, or another doubt; inactive = no such curve, though single readings can be large; an effect the other way counts as inactive or inconclusive. Only part of the results is shown; the hit share may differ from the screen's.

molecule | PTHR1 ag | KB-V1 cytotox | GLP1R ag | DRD3 agonist | D3 antag | aSyn yeast inh | TDP43 rescue | GLP-1R inv ag | GLP1R cytotox
COC(=O)CCC(=O)NNC(=O)c1ccc([N+](=O)[O-])cc1 | -24% | 16% | -1% | 7 | 18 | -3% | 14% | -2% | 7%
O=c1[nH]c2c(c(=O)n1Cc1ccccc1)CCC2 | i | 27% | -6% | -11 | ? | 4% | 21% | 10% | -7%
CCN(CC(=O)Nc1ccc(NC(C)=O)cc1)C(=O)CN1C(=O)C2CCCCC2C1=O (stereo not drawn) | 13% | -5% | -7% | 5 | -9 | -2%[1.84 µM] | -10% | 70%[activator] | 17%
O=C(NC1CCCCC1)C(c1ccccc1F)N(Cc1ccco1)C(=O)c1ccccn1 (stereo not drawn) | i | -17% | 4% | 8 | -9 | -10% | 10% | 17% | 0%
CCSc1nc2ccccc2c(=O)n1C1CCOC(C)(C)C1 (stereo not drawn) | -7% | 7% | 23% | 8 | 8 | 15% | 2% | ? | -5%
COc1cccc(-c2cc(C(=O)Nc3cc(C)on3)no2)c1 | i | 15% | 14% | 9 | -5 | -12% | -25% | 19% | 5%
CCc1ccc(N(C(=O)c2csnn2)C(C(=O)NC(C)(C)C)c2ccccn2)cc1 (stereo not drawn) | i | -1% | 6% | 1 | 15 | 0% | -20%[9.22 µM] | 51%[activator] | -4%
O=C(O)CCn1c(-c2ccccc2)cc2c1CCCC2=O | -3% | 8% | -2% | -2 | 2 | -4% | 10% | -3% | 10%
COC(=O)CCS(=O)(=O)c1cc(Cl)ccc1Cl | -63%[inhibitor][57.5 µM] | 2% | -5% | 9 | 18 | 7% | ? | -3% | 6%
CCC1CCCCN1C(=O)c1c[nH]c2ccc(S(=O)(=O)N(C)c3ccc(Cl)cc3)cc2c1=O (stereo not drawn) | i | 0% | -1% | 15 | -10 | 5% | -15% | ? | -8%
Oc1ccc(-c2cnc(-c3ccc(O)cc3)nc2)cc1 | -84% | -19% | 3% | -16 | -8 | -6% | -13% | ? | 0%
COc1ccc(NC(=O)C(=O)NCCc2csc(-c3ccc(Cl)cc3)n2)cc1OC | -19% | 5% | . | 4 | . | . | 4% | 11% | -3%
CCOC(=O)c1ccc(NC(=O)CCc2nc3cccnc3n2Cc2cccs2)cc1 | -5% | ? | . | 9 | . | . | 0% | ? | -15%
CCCCCc1cc(=O)[nH]c(=S)[nH]1 | -5% | -2% | 0% | 4 | 19 | -4% | 0% | 0% | 0%
CN1CCC(NC(=O)Nc2ccc(Br)cc2)CC1 | -7% | -1% | 1% | 4 | 1 | 0% | 3% | ? | 5%
COC(=O)c1[nH]c2ccccc2c1CN1CCOCC1 | -1% | 0% | 4% | -5 | 19 | -3% | -6% | -13% | 1%
COc1ccccc1CCC(=O)OCC(=O)Nc1cc(S(=O)(=O)N2CCOCC2)ccc1C | i | -2% | 3% | 9 | 23 | 3% | -8% | -4% | -4%
Fc1ccccc1N1CCN(Cc2nc(-c3ccc(Cl)cc3Cl)no2)CC1 | i | 0% | 7% | -5 | -12 | 10% | 19% | ? | 9%
CN(Cc1ccccc1)C(=O)CC(=O)N(C)Cc1ccccc1 | i | -23% | 9% | 6 | 3 | 0% | -10% | 3% | 5%
Cc1ccc(Cl)cc1-n1ncc2c(NCc3ccc(F)cc3)ncnc21 | -29% | 0% | . | 9 | . | . | 20µM* | ? | 1%
CCc1ccc(OCC(=O)Oc2ccc([N+](=O)[O-])cc2)cc1 | 28% | ? | -7% | -3 | -13 | -1% | -5% | 22% | -2%
CN(C)C(CNC(=O)c1ccccc1C(F)(F)F)c1ccco1 (stereo not drawn) | -17% | 1% | 0% | -14 | -20 | 1% | -36%[inhibitor] | 1% | 14%
CCN(C(=O)c1ccccc1F)c1nc(-c2ccc(OC)cc2)cs1 | -30% | -10% | -1% | -1 | 14 | -7% | 20% | ? | -6%
CNC(=O)Nc1ccc2nc(C)oc2c1 | i | ? | 0% | 8 | 8 | 3% | 16% | 4% | -26%
COC(=O)c1ccc(-n2cnc3ccccc32)nc1 | i | -12% | 8% | -1 | 3 | 1% | 25% | 11% | 0%
COc1ccc2c(c1)/C(=N/OC(=O)c1cccs1)CCC2 | i | -2% | 12% | 3 | 6 | 1% | ? | -13% | -3%
CC(C)CCNC(=O)c1cccc(Cl)c1 | -11%[57.5 µM] | -6% | 2% | -2 | 4 | 7% | 22% | -20% | -13%
CCCOc1cccc(C2c3c(oc4ccc(F)cc4c3=O)C(=O)N2Cc2ccc3c(c2)OCO3)c1 (stereo not drawn) | -9% | 8% | . | 3 | . | . | 5% | -2% | -1%
CCOc1ccccc1C(=O)Oc1ccc2ccc(=O)oc2c1 | -4% | 13% | -1% | 3 | -5 | -38%[inhibitor] | -37%[inhibitor] | 10% | 138%[activator]
CCCc1ccc(OCC(O)CN2CCN(CCO)CC2)cc1 (stereo not drawn) | -7% | 17% | -6% | -6 | 6 | -2% | 4% | -26% | -10%
CCCNC(=O)/C=C/c1ccc(C(C)C)cc1 | i | 10% | 5% | 0 | 13 | 1% | 13% | 1% | 3%
COc1ccc(NC(=O)C2c3ccccc3OCC(=O)N2CCc2ccccc2)cc1 (stereo not drawn) | 3% | 14% | 4% | 2 | 4 | 2% | -2% | 7% | -5%
COc1cc2c(=O)n(CC3CCCO3)c(=O)n(CC(=O)Nc3ccc(F)cc3F)c2cc1OC (stereo not drawn) | -17% | ? | 1% | -1 | 4 | -2% | 10% | 12% | 0%
CCCCc1[nH]c(=O)c(C#N)c2c1CCCC2 | -8%[57.5 µM] | ? | ? | -4 | -10 | -2% | -24% | 0% | -2%
FC(F)(F)c1ccnc(NCc2ccco2)n1 | i | 0% | -2% | -1 | -12 | 5% | 12% | 9% | 0%
O=C(CSc1nnc(-c2ccco2)n1-c1ccccc1)NCc1ccc2c(c1)OCO2 | i | 24% | -3% | -6 | 8 | 4% | -12% | 0% | -3%
COc1ccc(NC(=O)CN(C)C(=O)CCNC(=O)Nc2ccccc2)cc1 | -10% | 12% | 5% | -9 | 12 | -2% | -10% | 0% | 21%
COCCCNC(=O)Cn1c(=O)n(CCCC(=O)NCc2ccc(C)cc2)c(=O)c2ccccc21 | i | 0% | -3% | 7 | . | . | 19% | -2% | 3%
CCCn1nc([N+](=O)[O-])c(C(C#N)c2nc3ccccc3s2)c(Cl)c1=O (stereo not drawn) | -34%[inhibitor][57.5 µM] | 5.8µM* | -21% | -1 | ? | -65%[inhibitor] | -6% | ? | ?
Cc1sc2nc(CN3CCOCC3)nc(NCCc3ccccc3)c2c1C | -23% | 8.2µM* | 3% | -11 | 0 | -2% | -12% | ? | ?

Some entries already given, limited to GLP1R ag, PTHR1 ag and GLP1R cytotox:
canonical_smiles,GLP1R ag,PTHR1 ag,GLP1R cytotox
Cc1ccc(Cl)cc1-n1ncc2c(NCc3ccc(F)cc3)ncnc21,.,-29%,1%
CCSc1nc2ccccc2c(=O)n1C1CCOC(C)(C)C1 (stereo not drawn),23%,-7%,-5%
CCc1ccc(OCC(=O)Oc2ccc([N+](=O)[O-])cc2)cc1,-7%,28%,-2%

Next section.
molecule | PTHR1 ag | KB-V1 cytotox | GLP1R ag | DRD3 agonist | D3 antag | aSyn yeast inh | TDP43 rescue | GLP-1R inv ag | GLP1R cytotox
COc1cc(C(=O)O)c2c(c1C)OC(=O)c1c(C)cc(O)c(C=O)c1O2 | -43%[inhibitor] | -1% | -5% | 3 | -23 | 2% | ? | -1% | -7%
O=c1cc(CCl)nc2sc3ccccc3n12 | -23% | 3% | 8% | 1 | 3 | 6% | 30% | 18% | -13%
COc1ccc(S(=O)(=O)N2CCC(C(=O)NCCCn3ccnc3)CC2)cc1C | -17% | -2% | 3% | -7 | 5 | 1% | -9% | -32% | -2%
O=c1c(Cl)c(NCc2ccccc2)cnn1C12CC3CC(CC(C3)C1)C2 | -1% | 0% | 10% | 13 | -16 | 17% | -16% | ? | 9%
CCOC(=O)Cc1cc(=O)[nH]n(-c2ccccc2)c1=O | 7% | 0% | -1% | 0 | -13 | -1% | -19% | -1% | -1%
O=[N+]([O-])c1cccc(S(=O)(=O)NCCOc2cccc3cccnc23)c1 | -4% | . | -5% | -1 | -5 | 0% | 21% | -14% | -6%
Cc1ccc(C2=NN(C(=O)CCl)C(c3ccco3)C2)o1 (stereo not drawn) | -12% | ? | -1% | -15 | -9 | 9% | ? | ? | ?
COC(=O)c1sc2nc(CSc3nc4ccc(C)cc4[nH]3)[nH]c(=O)c2c1C | 0% | 0% | -18% | 4 | -11 | -4% | -1% | 1% | 9%
COc1ccc(-c2nc3c(c(SCC(=O)N4CCCC4)n2)COC(C)(C)C3)cc1 | -6% | -14% | 11% | 0 | 3 | -5% | 21% | 13% | -11%
C/C=C/c1ccc(OCC(=O)O)c(OC)c1 | i | 19% | 0% | 0 | 0 | -1% | 6% | 17% | 5%
Nc1ncnc2nc(-c3ccccc3)[nH]c12 | -1% | 19% | 11% | -3 | -7 | -9% | 17% | 49%[activator] | 0%
COc1ccc(CNC(=O)c2cn(Cc3ccccc3OC)c(=O)s2)cc1 | -66%[inhibitor] | 7.3µM* | 4% | -9 | 2 | 8% | ? | -12% | -2%
CCc1ccc(NC(=O)N(CCN(C)C)C(C)c2cccnc2)cc1 (stereo not drawn) | i | 17% | -6% | 5 | 5 | -8% | 21% | -16% | 4%

Compound profiles (already shown).
Record of CCc1ccc(NC(=O)N(CCN(C)C)C(C)c2cccnc2)cc1 (stereo not drawn) = PTHR1 ag: i; KB-V1 cytotox: 17%; GLP1R ag: -6%; DRD3 agonist: 5; D3 antag: 5; aSyn yeast inh: -8%; TDP43 rescue: 21%; GLP-1R inv ag: -16%; GLP1R cytotox: 4%
Record of COc1ccc2c(c1)/C(=N/OC(=O)c1cccs1)CCC2 = PTHR1 ag: i; KB-V1 cytotox: -2%; GLP1R ag: 12%; DRD3 agonist: 3; D3 antag: 6; aSyn yeast inh: 1%; TDP43 rescue: ?; GLP-1R inv ag: -13%; GLP1R cytotox: -3%
